# Bioassay records (PubChem)
# LYP inhibition: inhibitors of LYP phosphatase, biochemical, fluorescence intensity, uHTS (AID 1779) | recombinant LYP phosphatase, fluorescence intensity; higher % means a stronger effect | one-dose inhibition, % at 11.5 µM; IC50 in µM for titrated hits | hit rate 0.054% among 290,000; in the data active = inhibition above about 50%;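 note: plate controls were vehicle with enzyme for no effect and no enzyme for full effect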
# Myeloid diff 2: compounds promoting myeloid differentiation. ER-HoxA9 myeloid progenitors, lysozyme-GFP differentiation, flow cytometry. hit rate 1% among 360,000. calls only at 10 µM;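 active = normalized GFP-positive differentiation at or above the plate's own cutoff, the solvent-only control mean plus 3 SD; inconclusive = no clear call, values can overlap the other calls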;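 note: cells exposed to compound for four days before flow analysis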
# NTR1 agonist: agonists of NTR1, primary screen, imaging, U2OS cells, beta-arrestin-GFP, high content (AID 493036) | activation, % at 20 µM | NTR1-U2OS beta-arrestin-GFP spot imaging, agonist mode | hit rate 0.17% among 330,000 | P30989;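 active = activation at or above 40% of the spot to cytoplasm intensity ratio, with at least 20 cells analyzed; inconclusive = wells under 20 cells, flagged as cytotoxic or low count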;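 note: 0% = DMSO without peptide and 100% = 100 nM NTR1 peptide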
# Target sequence (P30989 whole entry, looked up): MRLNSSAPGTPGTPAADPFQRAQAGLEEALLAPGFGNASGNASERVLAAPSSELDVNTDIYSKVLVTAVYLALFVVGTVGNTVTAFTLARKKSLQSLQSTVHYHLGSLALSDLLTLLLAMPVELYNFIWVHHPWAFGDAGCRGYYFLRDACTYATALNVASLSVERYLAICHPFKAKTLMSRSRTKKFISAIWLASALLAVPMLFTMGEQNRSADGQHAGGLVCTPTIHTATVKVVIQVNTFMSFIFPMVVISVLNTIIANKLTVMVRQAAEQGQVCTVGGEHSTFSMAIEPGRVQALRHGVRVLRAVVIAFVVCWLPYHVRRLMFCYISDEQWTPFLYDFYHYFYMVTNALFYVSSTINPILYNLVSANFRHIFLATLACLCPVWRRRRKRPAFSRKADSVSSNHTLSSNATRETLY
# SIAH1 antagonists: blockers of Siah-1 interaction with plectin peptide – biochemical, fluorescence polarization, rhodamine-plectin, uHTS, primary screen (AID 1817) | hit rate 0.02% among 290,000 | Siah-1 / rhodamine-plectin peptide fluorescence polarization; higher % means a stronger effect | displacement, % at 20 µM; hits with a dose series show IC50 in µM;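 active = displacement of at least 50% at 20 µM, with a fluorescence ratio check between 0.3 and a set limit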;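 note: plate controls were Siah plus tracer with DMSO for no effect and tracer alone without Siah for full effect; strong numbers were not always called active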
# HIV fusion peptide: inhibitors of HIV fusion peptide binding, primary screen, biochemical, uHTS, fluorescence dequenching (AID 1986); cell-free peptide binding, fluorescence dequenching, 30 min; higher % means a stronger effect; inhibition, % at 20 µM; hits with a dose series show IC50 in µM; hit rate 0.3% among 290,000; in the data active = inhibition mostly above about 52%, no sharp cut-off; inactive = mostly below about 76%; note: some results filed as inactive read as strong as hits
# PhoP inhibition: PhoP-dependent GFP reporter repression – Salmonella Typhimurium, primary screen (AID 1863); S. Typhimurium PhoP-regulated promoter GFP reporter, 4 h; higher % means a stronger effect; one-dose inhibition, % at 50 µM; IC50 in µM for titrated hits; hit rate 0.16% among 300,000;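 active = inhibition over 29.93%, a cutoff 3 SD above the screen mean, later confirmed by dose response; inconclusive = inhibition over 29.93% but no dose response follow-up; inactive = inhibition at most 29.93% or unconfirmed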;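 note: 0% = low Mg2+ inducing control and 100% = high Mg2+ repressing control; strong numbers were not always called active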
# Rac1 GTP hydrolysis: MgcRacGAP GTPase-activating activity inhibitors, confirmation, biochemical, ADP Hunter fluorescence | MgcRacGAP-stimulated Rac1 GTP hydrolysis, ADP Hunter fluorescence; higher % means a stronger effect; GST-tagged Rac1 F28L mutant substrate | inhibition, % at 30 µM, or IC50 in µM where a hit was titrated | hit rate 0.6% among 340,000 | AID 624330;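 active = first-screen hits whose inhibition reached a set limit at any dose in the follow-up dose series; inconclusive = inhibition above the set first-screen limit but never retested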;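 note: fluorescence reports GDP produced by GAP-driven GTP hydrolysis; strong numbers were not always called active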
# GPR35 arrestin U2OS: GPR35 antagonists blocking zaprinast-driven arrestin recruitment, primary screen, imaging, U2OS, beta-arrestin-GFP, zaprinast agonist (AID 2058); U2OS GPR35 beta-arrestin-GFP translocation imaging, zaprinast antagonism; higher % means a stronger effect; inhibition, % at 10 µM, or IC50 in µM where a hit was titrated; hit rate 0.052% among 290,000;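 active = inhibition of at least 50% with at least 30 cells and total cytoplasm GFP at most 10,000,000; inconclusive = under 30 cells or total GFP of 10,000,000 plus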
# GPR55 antagonists: GPR55 antagonists blocking LPI-driven arrestin recruitment, primary screen, imaging, U2OS, beta-arrestin-GFP, LPI agonist (AID 2013); U2OS GPR55 beta-arrestin-GFP translocation imaging, LPI antagonism; higher % means a stronger effect; inhibition, % at 10 µM; hits with a dose series show IC50 in µM; hit rate 0.13% among 290,000;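 active = spots per cell inhibited over 60%, with over 100 cells counted and total cytoplasm intensity under 500,000; inconclusive = wells with under 100 cells, flagged as likely toxic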;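 note: U2OS cells stably carrying GPR55 and arrestin-GFP stimulated by 5 µM LPI near EC80; imaged beta-arrestin-GFP aggregate spots per cell after agonist stimulation; plate controls were LPI-stimulated DMSO wells for no effect and DMSO wells without LPI for full effect; some results filed as inactive read as strong as hits; confirmed hits need IC50 under 10 µM and bright autofluorescent wells are also inconclusive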
# NTR1 agonist cell count 20 µM: further read-out of NTR1 agonist, marked with its call; cell count; measured here: cell count, cytotoxicity flag
# Myeloid diff 2 GFP+ MAC1+ %: recorded beside Myeloid diff 2, whose call it bears; GFP+ MAC1+ double positive, %; measured here: differentiation confirmed by MAC1 staining
# Active calls of the source: *; i = inactive; ? = inconclusive; . = not tested or not shown; + = active, no number. Not a hit list; about 2.4% have a hit in one of these screens.
SMILES,LYP inhibition,Myeloid diff 2,Myeloid diff 2 GFP+ MAC1+ %,NTR1 agonist,NTR1 agonist cell count 20 µM,SIAH1 antagonists,HIV fusion peptide,PhoP inhibition,Rac1 GTP hydrolysis,GPR35 arrestin U2OS,GPR55 antagonists
CCCc1ccc(OCc2ccc(C(=O)N3CCN(c4ccccn4)CC3)o2)c(OC)c1,5%,i,0.3,22,55,-2%,-2.6%,-10%,4%,-8%,-5%
COc1ccc(N2CS(=O)CC2=O)cc1 (configuration not stated),-16%,i,0.1,-2.4,70,0%,-0.3%,-7%,9%,?,-12%
COc1ccccc1OCCn1c(=O)n(C)c2ccccc21,-9%,i,0.1,-0.9,61,-4%,1.0%,-8%,4%,-5%,0%
CC(C)N1CCc2[nH]c(=S)[nH]c(=O)c2C1,-9%,i,0.2,0.9,51,-2%,-0.8%,-2%,-2%,-2%,1%
CSCC[C@H](NC(=O)Nc1cccc(Br)c1)C(=O)O,-3%,+,7.0*,-1.0,47,4%,1.9%,-8%,10%,8%,15%
COc1cccc(NC(=O)CSc2nnnn2C(C)C)c1,0%,i,0.7,-2.3,62,2%,2.1%,0%,5%,-4%,-2%
O=C(Nc1cccc(S(=O)(=O)N2CCOCC2)c1)c1cn(-c2ccccc2)nc1-c1ccc(F)cc1,1%,i,0.4,0.3,37,-3%,-1.5%,-14%,2%,3%,-4%
Cn1c(=O)c(C(=O)CCl)c(N)n(CC2CC2)c1=O,-3%,i,2.3,1.2,91,-2%,0.3%,3%,-4%,-6%,75%
Cc1ccc(S(=O)(=O)CCC(=O)Nc2nnc(-c3ccc(F)cc3)o2)cc1,.,i,2.4,0.6,69,.,.,-8%,10%,.,.
Cc1ccc(S(=O)(=O)NNC(=O)c2cnn(-c3ccc(Cl)cc3)c2C(F)(F)F)cc1,-6%,i,0.1,-0.5,46,15%,-2.7%,-8%,6%,-4%,11%
CC(=O)OCC1=C(C(=O)O)N2C(=O)C(NC(=O)CCn3nc(C(F)(F)F)c(Br)c3C3CC3)C2SC1 (configuration not stated),-6%,i,1.8,-0.9,34,18%,11%,1%,17%,-6%,-7%
Cc1cccc(NC(=O)C2SC(=Nc3c(C)cccc3C)C(C(=O)N3CCOCC3)=C2N)c1 (configuration not stated),2%,i,0.4,2.7,77,-2%,4.0%,-2%,7%,-8%,12%
COc1ccccc1/C=N/NC(=O)C(=O)NCc1cccnc1,-2%,i,0.0,-0.4,38,-5%,0.1%,.,2%,17%,7%
CCOC(=O)/C=C/C(=O)NNC(=O)c1ccccc1Cl,-8%,i,0.9,-3.1,15,3%,1.4%,-3%,15%,17%,2%
O=C(COc1ccc(Cl)cc1Cl)NNC(=S)NCc1ccco1,3%,i,0.2,5.5,80,-1%,0.6%,-4%,-15%,-5%,4%
Cc1cccc(Nc2nc(N)c([N+](=O)[O-])c(N3CCCC(C)C3)n2)c1 (configuration not stated),5%,i,0.3,11,32,6%,0.9%,21%,7%,17%,22%
Cc1cc(N2CCOCC2)nc(SCC(=O)OCc2ccccc2)n1,-10%,i,0.3,-1.5,48,-1%,0.9%,6%,6%,10%,-3%
CN(C)S(=O)(=O)c1cc(NC(=O)COC(=O)C2CSC3(C)CCC(=O)N23)ccc1Cl (configuration not stated),-10%,i,0.8,0.2,49,3%,-0.5%,-3%,4%,-9%,10%
Cc1ccc(-c2cc3ccccc3nc2N2CCCC2)cc1,-6%,i,0.9,2.2,54,3%,1.1%,10%,4%,18%,18%
COc1ccc(N2CCN(C3CC(=O)N(c4ccc5c(c4)OCCO5)C3=O)CC2)cc1 (configuration not stated),-6%,i,1.0,0.0,85,-1%,-3.0%,3%,15%,-11%,1%
CCCc1ccc2oc(C(=O)N3CCC(O)CC3)c(C)c2c1,-7%,i,2.9,1.3,57,-6%,0.3%,-13%,3%,-6%,-13%
COc1cc(Cl)c(CN2CCC(CO)(CCOc3ccccc3)CC2)cc1OC,-9%,i,0.4,-1.0,71,4%,-0.5%,-3%,11%,2%,-5%
O=C(N/N=C/c1cccc(OC2CSC2)c1)c1ccccc1O,-5%,i,0.8,2.1,62,-6%,-3.6%,-10%,5%,-1%,14%
CCCCNS(=O)(=O)c1ccc(S(=O)(=O)NCc2ccncc2)cc1,-4%,i,9.1,2.8,45,7%,-1.0%,3%,-1%,-3%,-5%
COc1cc(CN2CCCC(CO)(Cc3cccc(Cl)c3)C2)cc2c1OCO2 (configuration not stated),-3%,i,0.3,-0.2,52,-8%,0.8%,-1%,4%,50%,9%
CCN(CC)CC(=O)Nc1ccc2c(c1)Nc1ccccc1CC2,1%,i,1.3,0.8,42,4%,1.7%,7%,19%,4%,-10%
COc1ccccc1C(=O)Nc1ccc(Cc2ccncc2)cc1,-4%,i,0.4,1.0,41,7%,1.1%,-2%,0%,-7%,1%
CCN(CC(=O)NC1CCS(=O)(=O)C1)C(=O)C(c1ccccc1)c1ccccc1 (configuration not stated),0%,i,0.9,-1.6,72,-1%,-3.2%,-1%,6%,-3%,4%
Cn1nccc1C(=O)N(CCN1CCCCC1)CC1CCCN(C2CCCC2)C1 (configuration not stated),-8%,i,0.6,-1.5,43,10%,1.9%,-6%,13%,17%,18%
Cn1nc2c(c1C(=O)O)CCCC2,-6%,i,1.3,-0.8,51,6%,20%,-2%,10%,-4%,-3%
COc1ccc(/C(N)=N/OC(=O)CCCc2ccccc2)cc1,1%,i,0.3,3.7,32,-2%,3.9%,-12%,-14%,21%,6%
O=C(Cn1cnc2ccccc21)c1ccc(Cl)cc1,-6%,i,0.7,-0.7,63,-1%,-1.6%,13%,0%,13%,6%
CCCCC(CCC(=O)Nc1ccn(-c2ccccc2)n1)C(=O)O (configuration not stated),-5%,i,0.3,3.4,60,1%,-0.4%,2%,3%,-2%,-2%
Clc1ccccc1Cc1noc(CN2CCCCC2c2ccccn2)n1 (configuration not stated),-8%,i,0.5,-1.0,93,0%,0.5%,5%,2%,13%,4%
CCOC(=O)c1c(N/N=C/c2cccnc2)n[nH]c1C,-1%,i,0.2,1.5,55,11%,-1.1%,1%,11%,3%,-6%
COc1ccc(NC(=O)c2cccc(S(=O)(=O)N(C)c3ccccc3)c2)cn1,8%,i,0.8,1.2,58,-3%,1.3%,-1%,6%,-4%,6%
COc1ccccc1N1CCN(C(=O)C2CCN(S(=O)(=O)c3ccccc3)CC2)CC1,-4%,i,4.2,-0.1,46,-1%,-0.4%,-15%,7%,3%,3%
CCc1cc(=O)oc2cc(OCC(=O)NCCCn3ccnc3)c(Cl)cc12,-7%,i,2.3,1.5,68,4%,1.0%,-3%,0%,7%,-9%
CCCNC(=S)N1CCC(C(=O)c2ccc(OC)cc2)CC1,-5%,i,1.0,3.4,78,-4%,2.1%,-11%,-17%,-6%,2%
CCc1ccccc1NC(=O)c1cnn(-c2ccccc2)c1C,-10%,i,0.9,-0.2,64,0%,-2.2%,4%,8%,-1%,-3%
Cc1nc2c(c(-c3ccccc3)c1C#N)C(=O)c1ccccc1-2,-1%,i,1.9,5.2,61,-1%,-0.8%,0%,4%,1%,-3%
CCOc1ccc2nc(SCC(=O)NCc3ccccc3)[nH]c2c1,-6%,i,0.3,0.1,56,-1%,0.3%,1%,12%,6%,2%
S=c1[nH]nc(-c2ccncc2)n1Cc1ccco1,1%,i,1.1,0.9,80,-5%,3.4%,-5%,17%,4%,-39%
CCOC(=O)c1ccc(N2CN(C3CCCCC3)CNC2=S)cc1,-10%,i,1.6,3.9,65,7%,1.4%,0%,6%,0%,4%
C/C(=N\NC(=O)C1CC1)c1ccc2c(c1)OCCO2,3%,i,0.5,0.3,64,1%,0.6%,5%,5%,0%,6%
Cc1ccc(-c2csc(NCCc3nc4cc(Cl)c(Cl)cc4n3CCCO)n2)cc1,.,i,2.9,-1.6,91,.,.,16%,6%,.,.
COC(=O)CSc1nnc(CNC(=O)c2cccs2)n1-c1cccc(C)c1,0%,i,8.3,.,.,-2%,-1.0%,-6%,-2%,2%,4%
COc1cccc(/C=C2\SC(=S)N(CCC(=O)N3CCCCC3CCO)C2=O)c1 (configuration not stated),2%,?,.,12,43,-4%,-0.7%,-7%,-7%,6%,-10%
CCOc1ccc2c(c1)C(C)=CC(C)(C)N2S(=O)(=O)c1ccc(NC(C)=O)cc1,-7%,.,.,5.3,63,-5%,-0.6%,4%,0%,4%,-15%
COc1ccc2c(c1)CC/C2=N\OC(=O)c1ccccc1C,7%,i,0.2,1.0,44,0%,1.5%,-2%,11%,11%,9%
Cc1ccc(C(NC(=O)c2ccccc2)C(Cl)Cl)cc1 (configuration not stated),-3%,i,3.1,3.4,63,0%,2.5%,14%,4%,11%,5%
Cc1ccc(S(=O)(=O)N2CCOCC2)cc1NC(=O)c1cc([N+](=O)[O-])ccc1N1CCOCC1,.,i,0.4,-0.7,61,.,.,-1%,4%,.,.
Cc1[nH]c2ccc(C(=O)NCCCN(C)C3CCCCC3)cc2c1C,-12%,i,2.6,0.8,63,-2%,-2.8%,5%,12%,0%,14%
O=Cc1c(NCCc2ccc(F)cc2)c2ccccc2[nH]c1=O,-2%,i,0.4,2.6,63,10%,0.5%,-4%,6%,-11%,-2%
N/C(=N/OC(=O)c1ccccc1Cl)c1ncc([N+](=O)[O-])s1,-3%,+,1.5*,4.2,40,4%,-0.9%,99%,12%,12%,6%
O=C(Nc1ncn[nH]1)c1ccc(S(=O)(=O)N2CCOCC2)cc1,-4%,i,0.3,0.3,58,14%,0.4%,1%,8%,-7%,2%
COc1cc(OC)cc(C(=O)Nc2ccc(S(=O)(=O)Nc3cc(C)on3)cc2)c1,-6%,i,0.4,-0.3,63,10%,3.4%,-4%,9%,12%,-2%
Cc1ncccc1C(=O)N1CCCC(C(=O)c2ccc3c4c(cccc24)CC3)C1 (configuration not stated),-8%,i,0.3,1.9,89,2%,-2.4%,-2%,10%,18%,-11%
